Bioassay records: PubChem, National Center for Advancing Translational Sciences (NCATS)
aSyn tox rescue: inhibitors of alpha-synuclein toxicity in yeast. S. cerevisiae alpha-synuclein toxicity rescue, BacTiter-Glo growth, 24 h. Potency, µM (series often up to 46.1 µM), for inactives: at the top dose growth rescue (activation), actives largely listed as activators. 94,000 compounds, 0.02% hits; active = well fitted activation curve with a large enough effect; inconclusive = small, poorly fitted or top-dose-only effect; also: 0% is about no effect
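Growth restoration measured by BacTiter-Glo luminescence after 24 hr at 30 deg C; alpha-synuclein yeast, raffinose-pregrown to mid-log, were added at OD600=0.02 in galactose medium onto pinned compounds.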
* = called active by the depositor; ? = inconclusive; & = joins results of further samples; [ ] = dose if it differs, or a comment. Potency is read from the fitted curve at half-maximal effect. These rows are one share of the data, so the mix of outcomes need not match the whole.

SMILES	aSyn tox rescue
CCN(CC)c1ccc(NC(=O)C2CCC(CNc3c(N4CCCC4)c(=O)c3=O)CC2)c(C)c1 (stereo not given)	4%
COc1ccccc1CNC(=O)C1CCN(c2nc3ccc(Cl)cc3[nH]2)CC1	2%
O=C(NN1C(=O)c2ccccc2NC1c1ccco1)c1ccccc1 (stereo not given)	-16%
COc1ccc(C2(C#N)CCC(=O)N2c2ccccc2)cc1 (stereo not given)	-4%
CC(OC(=O)[C@H](C)N=C1NS(=O)(=O)c2ccccc21)C(=O)Nc1ccc(F)c(F)c1F (stereo not given in full)	10%
C=CCNC(=O)C(=O)c1c(-c2ccccc2)[nH]c2ccccc12	-1%
O=C(Cn1c(=O)nc(-c2ccccc2)c2ccccc21)Nc1ccc(Cl)cc1F	0%
Cc1ccc(Nc2nc3nonc3nc2Nc2cccc(C(F)(F)F)c2)cc1Cl	-50%[inhibitor]
CCN(CC)CCNC(=O)CSc1nc2nc(C)c(Cc3ccccc3)c(C)n2n1	-3%
N#Cc1cccc(NC(=O)CN2CCCCCC2)c1	-2%
O=C(CSc1ccc(-c2ccccn2)nn1)Nc1ccc(F)cc1F	-12%
COc1ccccc1CNC(=O)C1CCN(Cc2cc3ccccc3n2Cc2cccc(C)c2)CC1	-13%
CCOc1ccc(S(=O)(=O)N(CC(=O)Nc2ccc(OC)cc2OC)c2ccccc2)cc1	-7%
CN(CC(=O)NC(=O)NC1CCCCC1)CC(=O)Nc1ccccc1C(F)(F)F	11%
COc1ccc(N2CCN(c3ncnc4c3cnn4-c3ccc(F)cc3)CC2)cc1	-5%
N/C(=N\OC(=O)CCC1CCCC1)c1ccccc1	-30%[inhibitor]
Cc1ccc(C)c(CSc2ccc3nnc(CCNS(=O)(=O)c4ccccc4)n3n2)c1	1%
Cc1ccc(CN(C(=O)COc2ccc(Cl)c(C)c2)c2ccccn2)o1	23%
COCOCCn1cc(CN2CCS(=O)(=O)N(Cc3ccc(-c4ccc(Cl)c(Cl)c4)cc3)C(C(C)C)C2=O)nn1 (stereo not given)	21%
COc1cc(OC)nc(-n2ncc(Br)c(Br)c2=O)n1	11%
CCC1NC(=O)c2cccnc2-n2c1nc1cc(F)ccc1c2=O (stereo not given)	10%
Cc1ccc(-c2c(C(=O)NCc3ccc(F)cc3)oc(=O)c3ccccc23)cc1	1%
Cc1ccc2onc(CNC(=O)N3CCN(c4cc(Cl)ccc4C)CC3)c2c1	?
CC(Sc1ccccc1)C(=O)NN=C1CCCCCCC1 (stereo not given)	1%
CCCCC(=O)NC1(C(F)(F)F)C(=O)Nc2c1c(=O)[nH]c(=O)n2-c1ccc(F)cc1 (stereo not given)	-1%

Structures shown so far that have a cyano group (two):
SMILES	aSyn tox rescue
COc1ccc(C2(C#N)CCC(=O)N2c2ccccc2)cc1 (stereo not given)	-4%
N#Cc1cccc(NC(=O)CN2CCCCCC2)c1	-2%

Look-ups from the results shown.
aSyn tox rescue with COc1ccc(N2CCN(c3ncnc4c3cnn4-c3ccc(F)cc3)CC2)cc1 stands at -5%
aSyn tox rescue with O=C(Cn1c(=O)nc(-c2ccccc2)c2ccccc21)Nc1ccc(Cl)cc1F stands at 0%
aSyn tox rescue with COc1ccc(C2(C#N)CCC(=O)N2c2ccccc2)cc1 (stereo not given) stands at -4%
aSyn tox rescue with O=C(CSc1ccc(-c2ccccn2)nn1)Nc1ccc(F)cc1F stands at -12%
aSyn tox rescue with COc1cc(OC)nc(-n2ncc(Br)c(Br)c2=O)n1 stands at 11%

Other results follow:
SMILES	aSyn tox rescue
CCOC(=O)c1c(S(=O)(=O)N2CCC(C(=O)NCc3ccccc3OC)CC2)c(C)n(C)c1C	4%
O=C(COc1cccc(C(F)(F)F)c1)Nc1ccc(S(=O)(=O)N2CCCCC2)cc1	5%
COc1cccc(NC(=O)c2oc3ccccc3c2NC(=O)c2ccc(F)c(F)c2)c1	-7%
C=CCN(C(=O)c1csnn1)C(C(=O)NCc1ccc(F)cc1)c1cccs1 (stereo not given)	-4%
O=C(Cn1ncc2c(Cl)cccc21)NCc1cccc(Br)c1	-10%
CCOCCc1c(O)nc(SCCOc2ccc(C)c(C)c2)[nH]c1=O	7%
COc1ccccc1CNC(=O)CCS(=O)(=O)c1ccc2c(c1)CCN2C(C)=O	-9%
Cc1cccc(C)c1OC(=O)CSc1nnc(-c2ccc3c(c2)OCO3)o1	-8%
CCCCc1nn2c(=O)cc(COC(=O)c3ccc(NC(=O)C4CCCCC4)cc3)nc2s1	-4%
O=C(Cn1c(=O)n(CC2CCCO2)c(=O)c2ccccc21)Nc1cccc(Cl)c1 (stereo not given)	1%
O=C(CSc1nc2c(c(=O)[nH]1)CN(Cc1ccc(F)cc1)CC2)Nc1cccc(C(F)(F)F)c1	-2%
Cc1cc(NC(=O)CSc2ncccc2C(=O)O)no1	11%
CC1CCCN(S(=O)(=O)c2ccc3c(c2)c(=O)nc2ccccn23)C1 (stereo not given)	-7%&4%
O=C(O)CC/C(=C\c1ccc2c(c1)OCO2)c1nc2ccccc2s1	?
Cc1ccc(NC(=O)Cn2c(=O)n(Cc3ccc4c(c3)OCO4)c(=O)c3oc4ccccc4c32)cc1C	-17%
CCC(=O)N1CCN(c2cc3c(cc2F)c(=O)c(C(=O)O)cn3CC)CC1	-3%
CCOC(=O)C1=C(O)/C(=C\c2cc(C)n(-c3ccc(F)cc3)c2C)N=C1C	0%
CCOc1ccc(N2CC(C(=O)N3CCCCC3)CC2=O)cc1 (stereo not given)	-3%
Cc1ccc(C(=O)Nc2ccc3oc(-c4cc(Br)ccc4Cl)nc3c2)cc1	-5%
CCCn1c(CNC(=O)c2ccc(F)cc2)nc2ccccc21	-2%
COc1cccc(CNCCSc2nnnn2C)c1OCc1ccc(Cl)cc1Cl	0%
Cc1cccc(-c2nc(CN3CCCC(C(=O)NCc4ccc(Cl)cc4)C3)c(C)o2)c1 (stereo not given)	-6%
COC(=O)C1CCN(S(=O)(=O)c2cc3c4c(c2)CC(=O)N4CCC3)CC1	-3%
CCc1ccc(C(=O)c2cn(CC(=O)Nc3ccc(OC)cc3)c3cc4c(cc3c2=O)OCO4)cc1	-3%
NNC(=O)CCc1ccc(S(=O)(=O)N2CCOCC2)cc1	-1%
Remaining list, next part:
SMILES	aSyn tox rescue
COc1cc2c(cc1OC)C(C)N(C(=O)c1cc3c(s1)-c1c(C)cccc1OC3)CC2 (stereo not given)	7%
CCc1noc(C)c1C(=O)NCCc1ccc(Cl)cc1	6%
Cc1ccc(OCc2nc(-c3ccc(C(=O)N4CCN(c5cccc(C(F)(F)F)c5)CC4)cc3)oc2C)cc1	8%
C[C@@H]1CN([C@H](C)CO)S(=O)(=O)c2ccc(Br)cc2O[C@H]1CN(C)S(C)(=O)=O	9%
Cc1nc(-c2ccc(F)cc2)sc1CCNC(=O)c1ccc(OC(C)C)cc1	-6%
COc1ccc(-c2csc3nc(-c4ccc(C)cc4)oc(=O)c23)cc1OC	5%
COC(=O)c1sc2cccc(F)c2c1S(=O)(=O)NCc1ccc(Cl)cc1	23%
CSCCC(NS(=O)(=O)c1ccc2c(c1)oc(=O)n2C)C(=O)NCc1ccccc1 (stereo not given)	5%&2%
Cc1ccc([N+](=O)[O-])c(Oc2ncnc3c2oc2ccccc23)c1	-11%
COc1cc(/C=C/c2nc(C#N)c(NC(C)c3ccccc3)o2)cc(OC)c1OC (stereo not given)	-2%
Cc1ccc(-c2nc3c(cnn3-c3ccccc3)c(=O)n2-c2ccc(Cl)cc2)cc1	9%
O=S1(=O)c2ccccc2N(Cc2ccccc2Cl)c2ccccc21	-7%
Cc1ccc2c(CC(=O)OCC(=O)Nc3ccc(Cl)cn3)coc2c1	-7%
CCOCCn1ccc2c(OCC(=O)Nc3cc(C)cc(C)c3)cccc2c1=O	-2%
COc1ccc(CCNC(=O)c2ccc3c(c2)OCO3)cc1	1%
COC(=O)C1=CN(CC2CCCO2)C=C(C(=O)OC)C1c1cccc(O)c1 (stereo not given)	-17%
CCOCCn1c(CN2CCCCC2)nc2c1c(=O)n(C)c(=O)n2C	-8%
Cc1ccc2nc(COC(=O)c3cccnc3Cl)cc(=O)n2c1	-2%
COc1ccc(/C=N/n2c(C)nc3ccccc3c2=O)cc1	-10%
Cc1cc(O)c(C(c2cccc(F)c2)N2CCC(C)CC2)c(=O)n1Cc1ccco1 (stereo not given)	-1%
O=C(c1ccc(F)cc1)n1nc(-c2cccnc2)nc1NCc1ccccc1	-14%
CCCOc1ccc(C(=O)Nc2cc3c(cc2N2CCCCC2)n(C)c(=O)n3C)cc1	7%
Cc1c(Cl)cccc1-c1ccc(CNc2ccc3[nH]c(=O)[nH]c3c2)o1	-5%
O=C(Nc1ccc2nc(SCC(=O)N3CCCc4ccccc43)sc2c1)c1ccc(F)cc1	-17%
CC(=O)Oc1ccc(Cl)cc1/C=C/c1ccc2ccccc2n1	-28%

Another view of some results above.
SMILES | aSyn tox rescue
COc1ccc(/C=N/n2c(C)nc3ccccc3c2=O)cc1 | -10%
Cc1ccc2nc(COC(=O)c3cccnc3Cl)cc(=O)n2c1 | -2%
COc1ccc(CCNC(=O)c2ccc3c(c2)OCO3)cc1 | 1%
C[C@@H]1CN([C@H](C)CO)S(=O)(=O)c2ccc(Br)cc2O[C@H]1CN(C)S(C)(=O)=O | 9%
Cc1ccc2c(CC(=O)OCC(=O)Nc3ccc(Cl)cn3)coc2c1 | -7%
COc1ccc(-c2csc3nc(-c4ccc(C)cc4)oc(=O)c23)cc1OC | 5%

(more compounds)
SMILES	aSyn tox rescue
COc1ccc(CN2C(=O)N(c3ccc(C)cc3)C(=O)C2CC(=O)Nc2ccccc2)cc1OC (stereo not given)	5%
CCN(CC)S(=O)(=O)c1ccc(OCCNS(C)(=O)=O)cc1	5%
COCC1CCN(Cc2nc(-c3cccs3)no2)C1 (stereo not given)	-9%
CCc1ccc(N2C(=O)C3NN=C(C(=O)OCc4ccccc4)C3C2=O)cc1 (stereo not given)	4%
COc1cccc(CNC(=O)c2cc3cccc4c3n2CC(C)S4)c1OC (stereo not given)	26%
FC(F)(F)c1ccc(-c2nc(=S)[nH][nH]2)cc1	-6%
Cc1cccc(OCc2nnc(SCC(=O)O)n2Cc2ccccc2)c1	3%
C/C(=N\NC(=O)CC#N)C1COc2ccccc2O1 (stereo not given)	7%
CCc1ccc(C(=O)c2cn(CC(=O)Nc3ccc(OC)c(OC)c3)c3ccc(C)cc3c2=O)cc1	6%
COc1cccc(N2CCN(C(=O)CN3CCSc4ccc(S(=O)(=O)N(C)C)cc43)CC2)c1	2%
Cc1ccccc1NC(=O)c1ccc(NC(=O)N2CCSc3ncccc32)cc1	4%
CC(=O)c1ccc(Nc2ccc3cc(S(=O)(=O)N4CCCC4)ccc3n2)cc1	-2%
Cc1ccccc1NC(=O)Cn1c(=O)n(Cc2ccc3c(c2)OCO3)c(=O)c2ccccc21	0%
Cc1ccc(C)c(Cn2cnc3ccccc3c2=O)c1	0%
O=S1(=O)CCN(C2CCCC2)CC1	-8%
Cc1cc(C)cc(OCc2nnc(N)s2)c1	-8%
CCCCNC(=O)c1ccc2c(c1)NC(=O)C(CS(=O)(=O)Cc1ccc(C)cc1)N2 (stereo not given)	4%
COc1ccc(C2=NS(=O)(=O)N(C)C(C(=O)N3CCOCC3)=C2)cc1	-4%
O=S(=O)(/C=C/c1ccccc1)NCc1ccccc1Cl	14%
O=C(NCCc1csc(-c2ccc(F)cc2)n1)c1cccc(F)c1	-7%
CC(C)Oc1ccc(C(=O)N2CCN(c3nc4c(F)cc(F)cc4s3)CC2)cc1	2%
CCOC(=O)c1cnc2ccccc2c1Nc1cccc(C(=O)O)c1	-4%
O=C1Nc2ccccc2Oc2cc(Oc3ccccc3)ccc21	5%
COc1ccc(NC(=O)CC2SC3=NCCN3C2=O)cc1 (stereo not given)	-6%
CCOC(=O)c1c(C)n(-c2ccccc2)c2ccc(OC(=O)c3c(F)cccc3F)cc12	-5%
(further entries)
SMILES	aSyn tox rescue
COc1ccc(NS(=O)(=O)c2ccc3c(c2)[C@H]2C=CC[C@H]2[C@@H](c2ccc(C(=O)O)cc2)N3)cc1	-7%
CCc1nnc(NC(=O)CS(=O)(=O)c2ccccc2)s1	-1%
S=C(NCCc1ccccc1)Nc1ccccc1	7%
CCN(CC(=O)Nc1c(F)cccc1F)C(=O)c1ccc(N2CCCC2=O)cc1	1%
Cc1cccc(-c2nnn3c2nc(NCCc2ccc(S(N)(=O)=O)cc2)c2ccccc23)c1	-1%
CCOc1ccccc1-n1nnc(-c2nsc(NC(=O)c3ccc(C)cc3)n2)c1C	-12%
Cc1ccc(C(C)C)c(OCC(=O)N2CCC(c3nc4ccccc4o3)CC2)c1	?
COc1ccc(-c2nc(SCC(=O)NCC3CCCO3)c(-c3ccc(C)cc3)[nH]2)cc1OC (stereo not given)	8%
CCOC(=O)N1CCN(C(=O)c2ccc3c(c2)N(Cc2ccc(F)cc2)CCS3)CC1	13%
COc1ccc(C2c3c(-c4ccccc4O)n[nH]c3C(=O)N2Cc2ccco2)cc1OC (stereo not given)	1%
Cc1cc(C(=O)COC(=O)c2ccc[nH]c2=O)c(C)n1-c1ccccc1F	-14%
COc1ccc(N2CCN(C(=O)c3cnn(-c4ccc(OC)cc4)c3C3CCN(C(=O)OC(C)(C)C)CC3)CC2)cc1	5%
COc1ccc(CNC(=O)c2cc3c(C)nc4ccccc4c3o2)c(OC)c1	3%
Cc1cccc(CS(=O)(=O)CC2Nc3ccc(C(=O)NCc4ccccc4)cc3NC2=O)c1 (stereo not given)	-2%
COC(=O)N/N=C/c1ccc(-c2cccc(Cl)c2)o1	-4%
Cc1ccc2nc(-c3ccccc3)cc(C(=O)NCC(c3ccco3)N(C)C)c2c1 (stereo not given)	7%
CC(=O)NC1(C(F)(F)F)C(=O)Nc2c1c(=O)[nH]c(=O)n2CC(C)C (stereo not given)	-6%
Nc1cc(=O)[nH]c(SCC(=O)N2CCCCC2)n1	0%
